# HT1080 IDH1KD tx: toxicity to HT-1080 IDH1 knockdown cells (counter line); AID 686971; Potency, µM (doses to about 46.1 µM), without a hit: top-dose activity, negative = toxicity, hits mostly cytotoxic; 2% of 360,000 active; HT-1080 IDH1 knockdown viability, ATP luminescence, 48 h;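 note: potency is the fitted concentration of half-maximal effect; 0% = DMSO wells and -100% = cell-free medium wells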
#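 In this qHTS, HT-1080 cells depleted of IDH1 are exposed for 48 h at 37 °C to compound titrations. Toxicity is scored from CellTiter-Glo luminescence, with DMSO as full viability and medium alone as none.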
# S2 tox: cell viability loss in ATXN counter-screen | S2 cells (HEK-293 line with an ATXN2-luciferase reporter) viability, CellTiter-Fluor protease fluorescence, 24 h | Potency, µM (titrated, usually from 56.7 µM), usual class: cytotoxic | 0.49% of 400,000 active; note: potency is the fitted concentration of half-maximal effect; nearly all actives have a fitted effect of over 40% in size
# KB-V1 MDR tox: kills drug-selected multidrug resistant KB-V1 cells. KB-V1 MDR cells viability, CellTiter-Glo, 72 h. Potency, µM (doses to about 46.1 µM), for the others: at the highest dose activity change, negative = cytotoxicity, usual class: cytotoxic. 3.4% of 400,000 active; note: potency is the fitted concentration of half-maximal effect; % is set by controls: 0 for no effect and ±100 for the full control effect; nearly all actives have a fitted effect of over 60% in size
#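 Compound-treated KB-V1 multidrug-resistant cells, 72 h, 37 degrees C; viability by CellTiter-Glo. Fitted qHTS curves give the values.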
# HT1080NT lethal: kills 2HG-producing HT-1080-NT fibrosarcoma cells; HT-1080-NT fibrosarcoma viability, CellTiter-Glo ATP luminescence, 48 h; 1.6% of 360,000 active; Potency, µM (doses to about 46.1 µM), without a hit: top-dose activity, negative = less viability, actives largely listed as cytotoxic; AID 686970;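 note: NT is the 2HG producing partner of a matched IDH1 knockdown line; potency is the fitted concentration of half-maximal effect; 0% = DMSO-treated cells and -100% = media-only wells without cells; nearly all actives have a fitted effect of over 55% in size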
#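 Read-out is CellTiter-Glo luminescence after 10 minutes at room temperature, following 48 hours' compound treatment of HT-1080-NT cells (750 cells/well, RPMI, 5% FBS, 37 degrees C).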
# SW480 rereplic: induces DNA re-replication in SW480 colon adenocarcinoma cells; SW480 DNA re-replication, Hoechst DNA content imaging, 48 h; Potency, µM (doses to about 46.1 µM), inactives show top-dose re-replication activation, usual class: activators; 1.8% of 340,000 active; note: potency is the fitted concentration of half-maximal effect; % of control where 0% means no effect; nearly all actives have a fitted effect of over 55% in size
#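 Per well, 250 cells were exposed to pinned compound for 48 hr. Nuclear DNA was visualised with Hoechst (40 min, 37 C) and total object intensity recorded by fluorescence scanning.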
# IL1B secr inh: inhibitors of inflammasome signaling (IL-1 beta secretion). THP-1 LPS/ATP IL-1B secretion, AlphaLISA, 16 h; stronger effect = lower value. activity change, % at 57.5 µM. 4.7% of 360,000 active. AID 743279; in the data active = activity change below about -50%; inconclusive = mostly about -30% to -49%; note: % is set by controls: 0 for no effect and ±100 for the full control effect
#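 Secreted IL-1B measured by AlphaLISA bead assay after 16 h compound exposure of THP-1 cells; compounds (final up to 57.5 uM) added 1 h before LPS (250 ng/mL) and ATP (1.25 mM) stimulation; lower signal means less secretion.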
# MCF10A rereplic: inducers of DNA re-replication in MCF 10A breast cells; MCF 10A DNA re-replication, Hoechst nuclear intensity, 48 h; Potency, µM (series often up to 46.1 µM), for the others: at the highest dose activity, positive = re-replication, most hits filed as activators; 2.9% of 350,000 active; AID 624296; note: potency is the fitted concentration of half-maximal effect; % of control where 0% means no effect; nearly all actives have a fitted effect of over 50% in size
# KB-3-1 tox: KB-3-1 parental cell cytotoxicity | KB-3-1 viability, CellTiter-Glo ATP luminescence, 72 h | Potency, µM (top dose mostly 46.1 µM), for the others: top-dose activity change, negative = cytotoxic, most hits filed as cytotoxic | 1.4% of 400,000 active; note: potency is the fitted concentration of half-maximal effect; % is set by controls: 0 for no effect and ±100 for the full control effect; nearly all actives have a fitted effect of over 60% in size
#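 72 h, 37 °C compound treatment of KB-3-1 parental cells; CellTiter-Glo added, 10 min, luminescence read. Data corrected against DMSO-only plates and normalized before curve fitting.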
# ATXN2 expr inh: reduces ATXN2 reporter expression in HEK-293 cells. HEK-293 ATXN2-luciferase reporter, luminescence, 24 h. Potency, µM (top dose mostly 57 µM), for inactives: at the top dose activity change, negative = inhibition, actives largely listed as inhibitors. 0.72% of 360,000 active; note: potency is the fitted concentration of half-maximal effect; % is set by controls: 0 for no effect and ±100 for the full control effect; nearly all actives have a fitted effect of over 55% in size
#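 ATXN2-luciferase reporter cells (luciferase flanked by upstream and downstream ATXN2 gene portions) were treated 24 h at 37 °C with compounds at up to 57 uM. SteadyGlo luminescence gave expression; GF-AFC fluorescence gave viability.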
# * = called active by the depositor; i = inactive; ? = inconclusive; . = no result given; & = joins results of further samples; ! = repeats disagree; [ ] = remark or other dose. Unless noted, calls come from the whole dose curve; as a rule, active = well fitted curve in the direction sought with a large enough effect; inconclusive = small, poorly fitted or top-dose-only effect, or another doubt; inactive = no such curve, though single readings can be large; an effect the other way counts as inactive or inconclusive.
# Each structure is followed by: HT1080 IDH1KD tx, S2 tox, KB-V1 MDR tox, HT1080NT lethal, SW480 rereplic, IL1B secr inh, MCF10A rereplic, KB-3-1 tox, ATXN2 expr inh
- O=C(Nc1ccc(Br)cc1)c1cc(Br)cc(Br)c1O
→ ., ?, ., ., -3%, ., ?, ., ?
- COc1ccc(CC(=O)Nc2ccc3c(C(F)(F)F)cc(=O)oc3c2)cc1OC
→ 12%, ?, -9%, 10%, 0%, 10, -1%, 4%, -16%
- CNS(=O)(=O)c1ccc(N=Cc2c(O)n(-c3ccccc3)c(=O)[nH]c2=O)cc1
→ -4%, i, 0%, 0%, 14%, -10, -3%, 0%, 2%
- Cc1cccc(OC(C)C(=O)NCC2(N(C)C)CCCCC2)c1C (configuration not stated)
→ ., ?, 2%, ., ., ., ., 4%, -10%
- N#Cc1ccccc1NC(=O)CN1CC=C(c2ccccc2)CC1
→ 12%, i, 6%, 22%, 6%, 59, -7%, 6%, .
- Cc1ccc(C2CN(C)CC2C(=O)c2ccc(F)cc2)cc1 (configuration not stated)
→ -14%, i, -17%, -16%, 0%, -2, 12%, 1%, -24%
- Clc1cccc(CNCCc2c[nH]c3ccccc23)c1
→ 16µM*, i, -15%, 18µM*, ?, -92*, ?, -17%, -34%
- CCC(=NCc1ccco1)c1c(O)[nH]c(=O)[nH]c1=O
→ 4%, i, 7%, 5%, -3%[9.22 µM], 11, 13%, 18%, 6%
- COC(=O)C1=C(c2ccc(F)cc2OCc2ccccc2)C[C@@H]2CC[C@H]1N2C(=O)NCc1ccc2[nH]ccc2c1
→ -14%, i, -21%, -20%, -9%, ?, 0%, ?, -8%
- COC(=O)C1=C(c2cccc(OC)c2OC)C[C@@H]2CC[C@H]1N2C(=O)NCC1CC1
→ 10%, i, -4%, 6%, -3%, 4, ?, 4%, 6%
- O=C(NC1CN2CCC1CC2)c1cccc(Cl)c1 (configuration not stated)
→ -1%, i, 0%, 2%, -5%, 2, -14%, 4%, 2%
- CCC1(C2=NCCN2)Cc2ccccc2O1 (configuration not stated)
→ 4%, i, 11%, -3%, 12µM*!, 7, ?, 0%, 12%&-7%
- C/C(=C/CCC(C)[C@H]1CC[C@@]2(C)C3=C(CC[C@]12C)[C@@]1(C)CCC(=O)C(C)(C)[C@@H]1CC3)C(=O)O (some centres not stated)
→ 6%, i, 7%, 3%, 1%, 0, ?, 4%, 13%
- CN(C(=O)Oc1ccc(Cl)c2cccnc12)c1ccccc1
→ 19%, ?, 18µM*, 16%, 5%, -9, 9%, 13%, 1%
- CCCOC(=O)c1ccccc1C(=O)OCCC
→ -2%, i, 18%, -23%, ?, -7, -14%, 0%, 5%
- O=S(=O)(F)c1ccc2nc(-c3cccc(Sc4ccccc4)c3)cc(Cl)c2c1
→ 14%, i, 28%, 3%, 2%, 16, 0%, ?, 0%
- C[C@H]1CNC(=O)c2c(C(=O)Nc3cccc(Cl)c3)ncn21
→ -7%, i, -18%, -16%, ., 0, ., -5%, 5%
- O=c1n(Cl)c(=O)n(Cl)c(=O)n1Cl
→ ., i, ., ., -6%, ., 0%, ., 9%
- N=C1C(c2ccccc2)=C(O)CN1Cc1ccco1
→ 6%, i, 12%, 13%, -7%, -15, 4%, 5%, 4%
- Cc1cccc(-n2c(/C=C/c3c[nH]c4ccccc34)nc3ccccc3c2=O)c1
→ ., i, ?, ., ., ., ., 2%, -17%
- COC(=O)c1ccc(Cl)c(NC(=O)CN2CCN(Cc3ccccc3)CC2)c1
→ -9%[9.24 µM], i, -30%, 2%, 1%, 5, 3%, 8%, -6%
- CC(C)n1c(=O)c(C=Nc2cccc([N+](=O)[O-])c2)c(O)n(CCc2ccccc2)c1=O
→ -11%, i, 1%, -9%, -3%, -6, 23µM*, 10%, -21%
- N/C(=N\[N+](=O)[O-])N1CCN(C(=O)OC2CCCC2)CC1
→ 7%, i, 0%, -1%, -23%, 10, 6%, -1%, .
- CC1CCN(c2nc(NCc3ccco3)nc(N)c2[N+](=O)[O-])CC1
→ -15%, ?, -6%, -4%, 1%, -9, 7%, -3%, -7%
- FC(F)(F)Oc1ccc(C2NCc3ccccc3-n3cccc32)cc1 (configuration not stated)
→ -2%, i, 18%, 0%, 0%, 7, -12%, 3%, .
- Cn1c(O)c(/C=N/NC(=O)c2ccncc2)c(=O)[nH]c1=S
→ 5%, i, 7%, -1%, ?, 4, 0%, 1%, .
- Cn1cc(C=C(C#N)C#N)c2ccccc21
→ 12%, i, 27%, 12%, -41%, -3, 0%[9.22 µM], 9%, -14%
- Cc1ccc(-n2c(O)c(/C=N/Nc3ccccc3)c(=O)[nH]c2=O)cc1C
→ 6.5µM*, i, ?, ?, ?, -2, ?, 9%, -16%
- C=C(C)CSc1nnc([C@@H](N)Cc2c[nH]c3ccccc23)o1
→ 2%, ?, 2%, 13%, -1%, 5, 4%, 27%, 0%
- CO[C@@H]1C=CC23c4cc5c(cc4CO[C@]2(O)CN(C)[C@H]3C1)OCO5 (some centres not stated)
→ 3%, i, -7%, -3%, 1%[9.22 µM], 10, ?, -12%, 4%
- FC(F)=C(F)CCSc1ncn[nH]1
→ 17%, i, 8%, 11%, -7%, 0, ?, -3%, -16%
- CCC(c1nnnn1C1CCCCC1)N1CCC2(CC1)C(=O)NCN2c1ccccc1 (configuration not stated)
→ 2%, i, 0%, 6%, ., 0, ., -14%, -4%
- COc1ccc(CNCCc2c[nH]c3ccccc23)c(OC)c1C
→ 26µM*, ?, ?, ?, ?, ., ?, 0%, -31%
- COc1ccc(NC(=S)N2Cc3ccccc3-n3nncc3C2)c(OC)c1
→ 6%, i, -11%, 3%, ., 20, ., -8%, 7%
- O=C(C1CC(c2ccc(F)cc2)=NO1)N1CCC2(CC1)OCCO2 (configuration not stated)
→ 7%, i, 4%, 2%, -3%, -13, 7%, 0%, 14%
- COc1cccc(CSc2nc(-c3ccccc3OC)nc3c2Cc2c(CO)cnc(C)c2O3)c1
→ ., ?, -1%, ., ., ., ., 3%, ?
- CC(=O)OC1N=C(c2ccccc2)c2cc(Br)ccc2N(C)C1=O (configuration not stated)
→ 14%, i, 3%, 7%, -10%, -3, 5%, 0%, -11%
- COC(=O)C1=C(c2ccc(OC(F)(F)F)cc2)C[C@@H]2CC[C@H]1N2C(=O)N1CCOCC1
→ 2%, ?, -1%, -18%, 8%, 0, 13%, 7%, -21%
- COC(=O)C1=C(c2ccc3ccccc3c2)C[C@@H]2CC[C@H]1N2C(=O)NCc1ccco1
→ 1%, i, -4%, 0%, -1%, 5, -2%, -14%, -3%
- COC(=O)C(C)NC(=S)N1CC2C[C@@H](C1)Cn1c2cccc1=O (some centres not stated)
→ 2%, i, 19%, -5%, -6%, -6, 6%, -7%, -11%
- CCCOc1ccccc1C1SCC(=O)Nc2c1c(=O)[nH]n2C(C)CCC (configuration not stated)
→ 9%, i, 3%, -2%, -3%, 8, -1%, -2%, 2%
- CC(C)(C)c1ccc(C(=O)NCCN2CCOCC2)cc1
→ 4%, i, 3%, 1%, ?, 5, -2%, 0%, .
- CSc1ncc(/C=C2/C(=O)NC(=O)N(C)C2=O)cn1
→ 1%, i, 0%, 10%, -3%, 39, 1%, 1%, -3%
- COc1ccc(OC)c(NC(=O)N2C[C@H]3C[C@@H](C2)c2cccc(=O)n2C3)c1
→ 2%, i, ?, 3%, -37%[inhibitor], 18, -26%, 0%, 1%
- CC(C)c1ccc(NC(=O)Nc2nc(C(N)CCc3ccccc3)cs2)cc1 (configuration not stated)
→ 13µM*, 28µM*, ?, ?, ., -106*, ., ?, 28µM*
- O=c1[nH]c(=S)n(C2CCCCC2)c(O)c1/C=N/N1CCOCC1
→ 2%, i, 17%, 4%, 1%, 1, 12%, -1%, .
- O=C(Cn1cc(C(=O)c2ccccc2F)c2ccccc21)NCc1ccco1
→ -5%, i, 9%, -8%, -5%, 6, 20%, -4%, -1%
- CC1Oc2cc3c(-c4c(O)cc(O)c5c(O)c6c(cc45)OC(C)C(C)C6=O)c(O)cc(O)c3c(O)c2C(=O)C1C (configuration not stated)
→ 8.2µM*, ?, ?, 4.6µM*, 13µM*, ?, -1%, ?, 11µM*
- CC(C)N1CC=C(c2c[nH]c3ccccc23)CC1
→ -20%, i, -21%, -16%, 12%, 4, 41%, 2.1µM*, -8%
- CN1CC(C(=O)c2ccc(Cl)cc2)C(c2ccc(Cl)cc2Cl)C1 (configuration not stated)
→ ?, i, ?, ?, ?, ?, ?, -3%, -20%
- C/C(=N\Nc1ccccc1)c1c(O)n(C)c(=O)n(C)c1=O
→ ?, i, 0%, ?, -11%, 22, ?, -3%, -7%
- Cc1onc(-c2ccccc2Cl)c1C(=O)OCC(=O)c1ccc2c(c1)OCCO2
→ -20%, i, ?, -18%, -9%, -21, ?, -5%, -21%
- Cc1cccc(CN2CCN(C(=O)Cc3ccccc3)CC2)c1
→ 5%, i, 6%, 16%, -2%, -15, 1%, 2%, -13%
- CN1C[C@H]2CON(C)[C@H]2C[C@H]1c1cccc(Br)c1
→ 4%, i, 0%, 1%, -52%[inhibitor], -2, 9%, 0%, 8%
- COc1ccc(-c2nn(CCC#N)cc2C(=O)Nc2ccc(C(C)=O)cc2)cc1
→ 1%, i, -5%, -9%, ?, ?, 9%, -3%, -4%
- CCC(=NCCOc1ccc(Cl)cc1)c1c(O)n(C)c(=O)n(C)c1=O
→ -14%, i, 18µM*, ?, 5%, -19, 0%, ?, -30%
- Cc1ccc(N2C(=O)NC(=O)C3(Cc4ccccc4N4CCN(c5ccccc5)CC43)C2=O)cc1 (configuration not stated)
→ 13%, i, ?, 0%, 12%, -1, ?, 0%, 12%
- Cn1c(O)c(C(=N)COc2ccccc2)c(=O)n(C)c1=O
→ 10%, i, -1%, 11%[9.24 µM], -6%, 31, -1%, -26%, 22%
- O=c1[nH]c(=O)n(C2CCCCC2)c(O)c1/C=C/C=Nc1ccccc1
→ 14%, ?, 21%, -5%, ?, -18, ?, -17%, 6%
- CC(C)(C)C1(CCO)C(=O)NC(=S)NC1=O
→ 14%, i, -4%, 14%, -4%, 5, -1%, 3%, 6%

# Source: PubChem

# These rows are one share of the data; rates above refer to the full screens.
